Compound activity (PubChem BioAssay)
PAD4 inhibitors: blockers of protein arginine deiminase 4 – biochemical, fluorescence polarization, primary screen (AID 463073). recombinant PAD4, RFA probe fluorescence polarization; active compounds read high. inhibition, % at 5 µM. 2,000 compounds, 0.5% hits;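 active = inhibition above 30%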;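 also: 0% = PAD4 with DMSO and 100% = wells lacking PAD4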
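System: recombinant PAD4. Amount: PAD4 at 2 µM in dispensed buffer, before additions. Doses: single 5 µM final compound concentration. Timing: 30 min 25 °C preincubation, 5 h 37 °C labeling. Benchmarks: wells lacking PAD4 as full-inhibition control. Repeats: single well per compound. Measured by: FP, ex 525 nm, em 598 nm.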
Active calls of the source: *; & = joins results of further samples. Some of the compounds tested (hit frequency here may not be typical).

SMILES	PAD4 inhibitors
COc1ccc(C(=O)/C=C2/c3ccccc3CC(C)(C)N2C)cc1	-1.2
COc1ccc2oc(=O)c(C(=O)N3CCN(c4ccccc4)CC3)cc2c1	3.7
CN1C(C(=O)Nc2ccccn2)=C(O)c2ccccc2S1(=O)=O	6.2
COc1ccc(/C=C\c2cc(OC)c(OC)cc2CC[N+](C)(C)C)cc1OC	0.2
CC(=Nc1ccccc1)C1=C(O)CCCC1=O	-0.9
Cc1ccc2[nH]c(=O)c(Cc3ccccc3)c(O)c2c1	0.2
CC1(C)CC(=O)C(C(=O)CCCCC(=O)C2C(=O)CC(C)(C)CC2=O)C(=O)C1	6.2
C[N+](C)(C)CCOP(=O)([O-])OC[C@H](O)CO	2.5
CC(=O)Oc1ccc2occ(/C=N/c3cc(=O)[nH]c(=S)[nH]3)c(=O)c2c1	3.1
COc1ccc(C(C)=O)c2c1OCCO2	6.8
COc1ccc2c(c1)CC[C@@H]1[C@@H]2CC[C@]2(C)C(=O)CC[C@@H]12	5.2
CC1(C#CC[N+]2(C)CCCCC2)CCC2C(O1)c1ccccc1OC2(C)C (stereo not given)	0.0
CC(C)C[C@H](NC(=O)NC(C)C)C(=O)O	7.6
CC(=O)Nc1ccc(S(=O)(=O)c2ccc(N)cc2)cc1	2.0
CCN1C(=O)C(CC(=O)Nc2ccc(F)cc2)N(Cc2ccco2)C1=S (stereo not given)	-4.8

Three structures out of the list, sorted by molecular weight, lowest first.
SMILES	PAD4 inhibitors
COc1ccc(C(C)=O)c2c1OCCO2	6.8
CC(C)C[C@H](NC(=O)NC(C)C)C(=O)O	7.6
COc1ccc(C(=O)/C=C2/c3ccccc3CC(C)(C)N2C)cc1	-1.2

Next structures
SMILES	PAD4 inhibitors
COc1ccc(CCNc2ncnc3c2[nH]c2cc(OC)c(OC)cc23)cc1OC	1.7
CCN(CC)CCNC(=O)c1ccc(N)cc1	-5.6
CN(C)C(=O)Oc1cccc([N+](C)(C)C)c1	4.9&2.9
Cc1ccccc1C(=O)Nc1ccccc1C(=O)NCC(C)C	0.6
O=C1ON=C(c2ccc(Cl)cc2)/C1=C/c1ccc(O)cc1	-3.3
N=c1ccn(CC(=O)NC(N)=O)c2ccccc12	2.4
c1ccc(CNc2ncnc3nc[nH]c23)cc1	2.0
CN1CCc2cccc3c2[C@H]1Cc1ccc(O)c(O)c1-3	3.1
CC(NC(=O)c1ccc(N2CCNCC2)c([N+](=O)[O-])c1)C12CC3CC(CC(C3)C1)C2 (stereo not given)	6.6
Cn1c(=O)c2c(ncn2CC(O)CO)n(C)c1=O (stereo not given)	0.5
COc1ccc(OC(C)C(=O)Nc2ccc([N+](=O)[O-])cc2)cc1 (stereo not given)	-0.6
COc1ccc(-c2c(NC(=O)c3ccco3)n(C)c3ccccc3c2=O)cc1	0.8
COc1cc2c(cc1OC)C(Cc1ccc(O)cc1)N(C)CC2 (stereo not given)	0.8
Cc1c(NC(=O)c2cccs2)cccc1[N+](=O)[O-]	-1.0
N#C/C(=C\c1ccc(O)c(O)c1)C(=O)NCCCc1ccccc1	2.4

Three entries from above, sorted by their value in PAD4 inhibitors, ascending:
compound	PAD4 inhibitors
CCN1C(=O)C(CC(=O)Nc2ccc(F)cc2)N(Cc2ccco2)C1=S (stereo not given)	-4.8
Cc1ccc2[nH]c(=O)c(Cc3ccccc3)c(O)c2c1	0.2
N#C/C(=C\c1ccc(O)c(O)c1)C(=O)NCCCc1ccccc1	2.4

The list continues.
SMILES	PAD4 inhibitors
COC(=O)C1=NN(C(=O)c2cccc(Br)c2)C(O)(c2ccc(Cl)cc2)C1 (stereo not given)	-1.0
COc1c2c(nc3occc13)C(CC=C(C)C)(OC)C(O)CC2 (stereo not given)	1.6
O=C(N/N=C/c1ccc([N+](=O)[O-])o1)c1ccc(O)cc1	3.4
Fc1ccc(-n2cc(CNCCc3ccccn3)c(-c3ccccc3Cl)n2)cc1	-3.0
COc1ccc(C(=O)Nc2ccccc2C(=O)NC(Cc2c[nH]c3ccccc23)C(=O)O)cc1 (stereo not given)	-1.0
CC(=O)c1c[nH]c2ccc(C)cc2c1=O	0.4
C[C@]12CCC3C(CC=C4C[C@@H](O)CC[C@@]43C)C1CCC2[C@]1(C)CCC(=O)O1 (stereo not given in full)	-3.5
CCOC(=O)c1cnc2ccc(C(=O)OC)cc2c1Nc1ccc2c(c1)OCCO2	1.5
CC(C)(Sc1cc(C(C)(C)C)c(O)c(C(C)(C)C)c1)Sc1cc(C(C)(C)C)c(O)c(C(C)(C)C)c1	-1.2
CC12CCC(C(=O)NCc3ccccn3)(OC1=O)C2(C)C (stereo not given)	-4.2
O=c1n(CCCN2CCN(c3cccc(Cl)c3)CC2)nc2ccccn12	3.9
CC(C)COCC(CN(Cc1ccccc1)c1ccccc1)N1CCCC1 (stereo not given)	-1.1
CSCCC(NC(C)=O)C(=O)Oc1ccc2c3c(c(=O)oc2c1)CCCC3 (stereo not given)	-3.2
O=c1c(C(c2ccccc2)c2c(O)sc3ccccc3c2=O)c(O)sc2ccccc12	-11
Nc1nc2c(ncn2COCCO)c(=O)[nH]1	-2.1

Given as labelled records: entries from further up.
C[N+](C)(C)CCOP(=O)([O-])OC[C@H](O)CO
  PAD4 inhibitors: 2.5

CC(=O)Oc1ccc2occ(/C=N/c3cc(=O)[nH]c(=S)[nH]3)c(=O)c2c1
  PAD4 inhibitors: 3.1

COc1ccc(C(C)=O)c2c1OCCO2
  PAD4 inhibitors: 6.8

COc1ccc2c(c1)CC[C@@H]1[C@@H]2CC[C@]2(C)C(=O)CC[C@@H]12
  PAD4 inhibitors: 5.2

Following part:
SMILES	PAD4 inhibitors
Cc1[nH]nc(-c2ccc(O)cc2O)c1Oc1ccccc1	4.0
COc1cc2cc(C(=O)O)[nH]c2c(OC)c1OC	-5.0
O=C(/C=C/c1ccco1)NCc1ccc2c(c1)OCO2	-14
COc1ccc(CCN=C(N)C(C)c2ccccc2)cc1OC (stereo not given)	4.5
CCOc1ccc(C(=O)/C=C/c2cc(OC)c(OC)c(OC)c2)cc1	3.2
COc1ccc(C(=O)NC(=O)NC2(C(Cl)(Cl)Cl)OCCO2)cc1	3.7
CC[N+]1(CC)CC2=Cc3ccccc3CC2C1 (stereo not given)	-4.2
O=C(O)CCCc1ccccc1	-5.9
CN(C)CCCN1c2ccccc2Sc2ccc(Cl)cc21	-1.6&2.5
COc1ccc(C2NCCC3(O)CCCCC23)c(OC)c1OC (stereo not given)	-0.4
O=C(/C=C/c1ccc2c(c1)OCO2)NCc1ccc(F)cc1	1.0
O=C1CCCN1CCCn1cnc2c([nH]c3ccc(F)cc32)c1=O	3.4
Cc1nc(NC(CC(C)C)C(=O)O)c2nc(C)oc2n1 (stereo not given)	-0.7
OC[C@@H](O)[C@@H](O[C@H]1O[C@H](CO)[C@@H](O)[C@H](O)[C@H]1O)[C@H](O)[C@@H](O)CO	4.5
Cn1c(=O)c2c(nc(SCCN3CCCCC3)n2C)n(C)c1=O	4.3
CN(C)CCOc1ccc(Cl)cc1C(C)(C)C	-0.8
CCCCOn1c(C)c(C(C)=O)c2c3no[n+]([O-])c3ccc21	-3.9
CC1(C)Cc2ccccc2-c2n[nH]c(=S)n21	6.2
Cc1ccc(C(=O)NC(=S)NCCCN2CCOCC2)cc1	0.5
C/C(NC(=O)c1cccs1)=C1\C(=O)C[C@@H]2[C@H]1C2(C)C	3.9
O=C(CC(C(=O)O)c1c[nH]c2ccccc12)c1ccccc1 (stereo not given)	6.0
O=C(Cc1ccccc1)NNC(=O)Cc1ccccc1	-2.5
C=C(C)COc1ccc(-c2n[nH]c(C)c2-c2ccc(OC)cc2)c(O)c1	6.2
Fc1cccc(Cc2noc(CN3CCN(c4cnccn4)CC3)n2)c1	3.7
O=C(/C=C/c1ccco1)N1CCN(c2ccccc2)CC1	5.6
NC(N)=NC(N)=NCCc1ccccc1	-1.5
CCn1c(/C=C/c2ccccc2)nc2ccccc2c1=O	-3.2
COc1cccc(N2CC(O)=C(c3nc4ccccc4c(=O)[nH]3)C2=N)c1	1.1
O=[N+]([O-])c1cc(/C=N/n2cnnc2)ccc1N1CCCC1	0.7
CCOc1ccc(CC2c3cc(OCC)c(OCC)cc3CCN2C(=O)CN2CCN(C)CC2)cc1OCC (stereo not given)	1.7

Quoted at random: 5 compounds from above
SMILES	PAD4 inhibitors
CC1(C)Cc2ccccc2-c2n[nH]c(=S)n21	6.2
O=C(CC(C(=O)O)c1c[nH]c2ccccc12)c1ccccc1 (stereo not given)	6.0
CN(C)CCOc1ccc(Cl)cc1C(C)(C)C	-0.8
C=C(C)COc1ccc(-c2n[nH]c(C)c2-c2ccc(OC)cc2)c(O)c1	6.2
O=C(Cc1ccccc1)NNC(=O)Cc1ccccc1	-2.5

Next entries
SMILES	PAD4 inhibitors
COc1cc2c(cc1OC)C(C)=NC1(CCCCC1)C2	-3.7
Cc1nc2ccccc2n1CC(O)Cn1c2ccccc2c2ccccc21 (stereo not given)	1.7
CC(=O)NC(Cc1ccccc1)C(=O)OCC(=O)c1ccccc1 (stereo not given)	-0.9
COc1ccc(C(=O)c2oc3ccc(Br)cc3c2NC(C)=O)cc1	-1.2
COc1cc(-c2nnc(-c3cccs3)o2)cc(OC)c1OC	0.8
C[N+](C)(C)CCOP(=O)(O)OP(=O)([O-])OC[C@H]1O[C@@H](n2ccc(N)nc2=O)[C@H](O)[C@@H]1O	-1.3
COc1ccc2cc([C@H](C)C(=O)O)ccc2c1	-0.4
COc1ccc(C2CC(c3ccc([N+](=O)[O-])cc3)=NN2C(=O)c2ccccc2)cc1OC (stereo not given)	4.6
Cc1ccc2[nH]c3c(c2c1)CN(C(=O)CN1CCSCC1)CC3	0.3
O=C1Nc2ccc3sc4ccccc4c3c2C1=O	1.4
CCOc1ccc2oc(-c3ccccc3)c(C(=O)O)c2c1	0.4
COc1ccc(C(=O)N2c3cc4c(cc3C(C)=CC2(C)C)OCO4)cc1	5.2
CC(C)CC1c2[nH]c3ccccc3c2CCN1C(=O)CCC(=O)N(C)C (stereo not given)	-3.4
NC(=O)c1ccccc1O	-2.3
Cc1oc2ccc(OC(=O)c3cccs3)cc2c1C(=O)OC(C)C	-0.2
Cc1csc(N)n1	1.7
CCS(=O)(=O)CCn1c([N+](=O)[O-])cnc1C	0.8
CCOc1ccc(C(NC(C)=O)c2ccc(OC)c(OC)c2)cc1 (stereo not given)	0.4
COc1c(C)cc(C(=O)C2CCCN(Cc3ccc(Oc4ncccn4)cc3)C2)cc1C (stereo not given)	5.6
COc1ccc(CCN(C)CC(=O)Nc2cc(C)nc3ccccc23)cc1OC	-1.7
CCCn1c(=O)c2[nH]c(C3CCCC3)nc2n(CCC)c1=O	0.9
CC(=O)N1CC2(C)CN(C(C)=O)CC(C)(C1)C2	0.3
Cc1cc(C(=O)Nc2ccccc2C(=O)N2CCCCC2)ccc1[N+](=O)[O-]	0.6
CCc1oc2ccccc2c1C(=O)c1cc(Br)c(O)c(Br)c1	1.3
O=C(CCCN1CC=C(n2c(=O)[nH]c3ccccc32)CC1)c1ccc(F)cc1	0.4
O=C1c2cccc3cccc(c23)C(=O)N1c1ccccn1	-4.7
COC1(C)CC2C(CC1OC(=O)c1cc([N+](=O)[O-])cc([N+](=O)[O-])c1)C2(C)C (stereo not given)	-4.1
Cc1ccccc1NC(=O)C1(C)Cc2ccccc2C(=O)O1 (stereo not given)	3.2
COc1ccc(C(C)N2CC34C=CC(O3)C(C(=O)OCC(C)C)C4C2=O)cc1 (stereo not given)	-0.4
CC(C)NC(=O)C1(c2ccccc2)CCOCC1	3.8
Cc1ccc(OCCCCn2ccnc2C)c(C)c1	-2.1
CCC(=O)O[C@]1(C(=O)CCl)[C@@H](C)C[C@H]2[C@@H]3CCC4=CC(=O)C=C[C@]4(C)[C@@]3(F)[C@@H](O)C[C@@]21C	1.9
O=C(O)c1cnccn1	1.6
CCOC(=O)c1ccc(N2C(=O)C(CC(N)=O)N(CCc3ccc(OC)c(OC)c3)C2=S)cc1 (stereo not given)	-1.8
C/C(=N\N=C1\NC(=O)C(CC(=O)Nc2ccc(Cl)cc2)S1)c1ccco1 (stereo not given)	2.3
